PP5 inh = inhibitors of human protein phosphatase 5 (PP5); P53041; inhibition, % at 6.7 µM; purified PP5c, OMFP substrate fluorescence; 0.18% of 320,000 active;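 active = inhibition above the campaign's mean inhibition across all tested compounds plus 3 SD, cut at about 9.5% in these data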;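 also: 0% = DMSO only and 100% = 100 µM cantharidin control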
Target sequence (P53041 whole entry, looked up): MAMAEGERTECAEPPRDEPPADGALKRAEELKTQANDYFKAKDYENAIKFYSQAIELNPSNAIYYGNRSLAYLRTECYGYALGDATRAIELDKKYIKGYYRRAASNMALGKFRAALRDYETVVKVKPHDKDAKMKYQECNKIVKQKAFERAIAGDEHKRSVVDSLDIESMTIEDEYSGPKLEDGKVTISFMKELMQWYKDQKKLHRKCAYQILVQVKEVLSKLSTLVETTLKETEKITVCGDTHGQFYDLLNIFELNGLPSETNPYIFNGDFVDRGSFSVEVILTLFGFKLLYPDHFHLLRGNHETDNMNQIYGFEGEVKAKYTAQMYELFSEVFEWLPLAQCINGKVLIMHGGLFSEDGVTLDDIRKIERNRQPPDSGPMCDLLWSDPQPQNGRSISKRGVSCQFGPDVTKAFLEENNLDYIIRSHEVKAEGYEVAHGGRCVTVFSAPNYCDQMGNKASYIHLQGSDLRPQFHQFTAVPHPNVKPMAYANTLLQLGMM
TPT1 inhibitor = C. albicans TPT1 enzyme inhibition; recombinant caTPT1, FP RNA substrate dephosphorylation; inhibition, % at 5 µM; 0.81% of 300,000 active; AID 1962;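 active = inhibition above the mean of all tested compounds plus 3 SD, set per screening campaign, cut at about 24% in these data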;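 also: plate controls were DMSO alone for no effect and ferristatin control at 100 nM for full effect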
PP1 counter = counter-screen for PP5 inhibitors: inhibitors of human PP1-alpha; purified PP1alpha, OMFP fluorescence; inhibition, % at 6.7 µM; 0.9% of 320,000 active; AID 2235;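 active = inhibition above the mean inhibition of all tested compounds plus 3 SD, computed separately for each screening campaign, cut at about 15% in these data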
HCV core dimer = blocks dimerization of HCV core protein | TR-FRET GST/Flag-core106 dimerization, 1536-well | 0.33% of 300,000 active | AID 1899 | inhibition, % at 5 µM;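 active = inhibition above the mean of all tested compounds plus 3 SD, set per screening campaign, cut at about 45% in these data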
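System – GST-tagged and Flag-tagged HCV core protein residues 1-106 · Repeats – one well for each compound · Technique – TR-FRET 671 and 617 nm emission · Doses – one concentration, 5 µM, in 0.5% DMSO · Times – 4 h, 22.5 °C incubation · Also added – Eu donor and XL665 acceptor anti-tag antibodies · Measure – percent inhibition of core106 dimerization signal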
proCasp7 act = activates human procaspase-7, counter-screen for procaspase-3 activators; activation, % at 8.5 µM; AID 463210; 0.093% of 330,000 active; recombinant procaspase-7, Ac-DEVD-pNA absorbance 405 nm; D23A/D198A/D206A triple mutant, cannot self-cleave; scale: DMSO 0, 5 µM enzyme 100;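 active = percent activation above the screen-wide mean plus 3 SD, cut at about 25% in these data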
Target sequence (P55210 whole entry D23A/D198A/D206A): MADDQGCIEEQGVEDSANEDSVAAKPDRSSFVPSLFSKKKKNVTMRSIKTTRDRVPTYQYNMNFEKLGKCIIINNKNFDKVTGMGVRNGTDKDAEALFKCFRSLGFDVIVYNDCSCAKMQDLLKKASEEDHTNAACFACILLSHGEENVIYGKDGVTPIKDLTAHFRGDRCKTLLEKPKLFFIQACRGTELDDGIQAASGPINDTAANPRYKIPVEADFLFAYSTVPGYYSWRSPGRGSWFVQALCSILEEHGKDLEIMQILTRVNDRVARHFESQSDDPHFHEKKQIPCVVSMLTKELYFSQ
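Test system: Procaspase-7 triple mutant (PC-7 D3A). Also added: Ac-DEVD-pNA substrate, 400 µM as added. Schedule: 1 h enzyme–compound preincubation and 2 h substrate reaction, both 25 °C. Signal: p-Nitroaniline absorbance at 405 nm, read at 0 and 120 min. Control set: low DMSO alone, high DMSO plus 5 µM PC-7.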
AHR act = activators of human aryl hydrocarbon receptor; 2.5% of 320,000 active; AHR-responsive luciferase reporter cells, luminescence; P35869; AID 2796; activation, % at 5 µM; in the data active = activation above about 47%;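 also: 0% = vehicle wells and 100% = reference agonist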
Fh CTSL1 inh = blocks F. hepatica cathepsin L1 in PFM18AAP counter-screen. 0.49% of 300,000 active. inhibition, % at 5.96 µM. recombinant F. hepatica cathepsin L1, Z-Leu-Arg-MCA fluorescence;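 active = inhibition above the mean of all tested compounds plus 3 SD, set per screening campaign, cut at about 17% in these data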;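 also: 0% = plate median of test compound wells and 100% = 1 µM Z-Phe-Ala-diazomethylketone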
procasp3 activ = procaspase-3 (human) activation; P42574; recombinant procaspase-3 D3A, Ac-DEVD-pNA absorbance 405 nm; activation, % at 8.5 µM; 0.11% of 330,000 active; AID 463141;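 active = activation above the mean of all tested compounds plus 3 SD, cut at about 21% in these data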;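 also: 0% = DMSO alone and 100% = DMSO wells spiked with extra 5 µM PC-3 D3A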
Target sequence (P42574 whole entry D9A/D28A/D175A): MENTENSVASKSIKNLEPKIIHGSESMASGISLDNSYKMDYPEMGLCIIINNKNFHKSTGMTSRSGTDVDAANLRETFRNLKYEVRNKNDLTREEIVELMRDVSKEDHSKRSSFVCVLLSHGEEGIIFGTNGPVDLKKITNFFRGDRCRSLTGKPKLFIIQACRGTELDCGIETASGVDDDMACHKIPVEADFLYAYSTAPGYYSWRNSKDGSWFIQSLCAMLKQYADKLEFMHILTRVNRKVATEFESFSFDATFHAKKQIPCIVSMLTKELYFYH
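Assay system – Procaspase-3 D3A mutant · Benchmarks – DMSO low control, extra-enzyme high control · Technique – 405 nm absorbance of p-nitroaniline, reads at 0 and 120 min · Doses – 8.5 µM nominal · Measure – % activation between DMSO and enzyme-spiked controls · Also added – Ac-DEVD-pNA chromogenic peptide substrate · Schedule – 1 h compound preincubation, 2 h substrate hydrolysis at 25 °C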
PAFAH2 FP inh = PAFAH2 (human) inhibition. Q99487. recombinant PAFAH2, FP-rhodamine activity probe, fluorescence polarization. inhibition, % at 3.39 µM. 0.99% of 340,000 active. AID 492956;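 active = inhibition above the mean over all tested compounds plus 3 SD, cut at about 30% in these data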;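 also: inhibitors block probe labeling of enzyme so polarization drops; 0% = enzyme with DMSO and 100% = wells lacking PAFAH2 protein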
* marks the source's active call; other numbers are inactive results; · = no result given.

Start of the data: the first four entries, to show the layout:
SMILES | PP5 inh | TPT1 inhibitor | PP1 counter | HCV core dimer | proCasp7 act | AHR act | Fh CTSL1 inh | procasp3 activ | PAFAH2 FP inh
COc1nc(OCC#N)nc(N2CCCCC2)n1 | -1.7 | -5 | -1 | -1 | 0 | -1 | 1 | 6 | 3
O=C(COc1ccc(F)cc1)N/N=C/c1cccc2cccnc12 | 5.9 | -1 | -8 | -2 | -5 | 11 | -2 | -9 | 4
CC(C)=CC(=O)OCC(=O)Nc1cccc([N+](=O)[O-])c1 | 8.8 | 1 | 4 | -5 | 16 | -3 | -11 | 2 | 76*
Cc1onc(-c2ccccc2)c1C(=O)N1CCN(S(=O)(=O)c2ccc3c(c2)OCCO3)CC1 | 0.4 | -1 | 1 | -7 | -6 | -3 | 1 | 3 | -14

Main list, previewed entries included:
SMILES | PP5 inh | TPT1 inhibitor | PP1 counter | HCV core dimer | proCasp7 act | AHR act | Fh CTSL1 inh | procasp3 activ | PAFAH2 FP inh
COc1nc(OCC#N)nc(N2CCCCC2)n1 | -1.7 | -5 | -1 | -1 | 0 | -1 | 1 | 6 | 3
O=C(COc1ccc(F)cc1)N/N=C/c1cccc2cccnc12 | 5.9 | -1 | -8 | -2 | -5 | 11 | -2 | -9 | 4
CC(C)=CC(=O)OCC(=O)Nc1cccc([N+](=O)[O-])c1 | 8.8 | 1 | 4 | -5 | 16 | -3 | -11 | 2 | 76*
Cc1onc(-c2ccccc2)c1C(=O)N1CCN(S(=O)(=O)c2ccc3c(c2)OCCO3)CC1 | 0.4 | -1 | 1 | -7 | -6 | -3 | 1 | 3 | -14
CCN(CC)CC(C)CNC(=O)CC(C(=O)N1CCc2ccccc21)n1ccnc1 (stereo not drawn) | 1.2 | 2 | 0 | 0 | 3 | 10 | 4 | 3 | 2
CCc1cccc(N(C(=O)c2csnn2)C(C(=O)NC(C)(C)C)c2ccncc2)c1 (stereo not drawn) | 3.3 | 1 | 0 | -3 | 3 | 3 | -1 | 0 | 0
CCN(CC)S(=O)(=O)c1ccc2c(c1)N(CC(=O)NCC1CCCO1)C(=O)CO2 (stereo not drawn) | 2.1 | 3 | -4 | -5 | 0 | 0 | 2 | -3 | 0
CCOc1ccccc1NC(=O)C(Sc1ccccc1)c1ccccc1 (stereo not drawn) | 3.6 | -3 | 3 | 1 | -6 | 10 | 4 | -6 | -9
O=C1C2C3C=CC(CC3)C2C(=O)N1/N=C/c1ccc(O)cc1 (stereo not drawn) | 3.9 | -4 | 3 | -12 | -1 | -2 | -1 | -3 | 3
Cc1ccc(N(C(=O)c2cc3ccccc3oc2=O)C2C=CS(=O)(=O)C2)cc1 (stereo not drawn) | -1.9 | 2 | -2 | 0 | 11 | 1 | 0 | 8 | 7
O=C(CSc1ccccc1)Nc1ccc(S(=O)(=O)NCC2CCCO2)cc1 (stereo not drawn) | 1.2 | 2 | 3 | 1 | 0 | 0 | -1 | 7 | 9
CCOc1ccc(-n2c(C)cc(C(=O)NS(=O)(=O)c3ccc(C)cc3)c2C)cc1 | 0.9 | 1 | -1 | 5 | -1 | 3 | -6 | -4 | 5
CCCCCCCCCCCCCCCC(=O)OC(CC(=O)O)C[N+](C)(C)C (stereo not drawn) | 3.5 | -2 | 5 | -18 | 0 | -1 | -1 | -1 | 3
C#CCOCCOCCOCCNc1nc(N2CCN(C(=O)Cn3cc(CCCCN)nn3)CC2)nc(N2CCN(C(=O)Cn3cc(CCCN=C(N)N)nn3)CC2)n1 | 0.4 | 0 | 0 | -5 | 2 | -1 | -2 | 9 | -2
CCOC(=O)CC1ON(C)C(=O)N1c1ccc([N+](=O)[O-])cc1 (stereo not drawn) | 1.7 | 1 | -5 | -1 | 9 | 7 | -1 | 0 | 4
CSc1c(C#N)c(N)c(C#N)c2c1COC(C)(C)C2 | 4.4 | -7 | -2 | -3 | -1 | 3 | 17* | -12 | 2
CCOC(=O)C1=C(C)N=c2s/c(=C\c3cccc(OCC(=O)O)c3)c(=O)n2C1c1ccccc1OC (stereo not drawn) | 2.6 | 2 | -1 | -4 | -4 | -1 | -1 | -5 | 3
N#Cc1cnc2sc3ccccc3n2c1=N | -0.7 | 1 | -2 | 0 | 1 | 6 | -3 | 10 | 0
COc1ccccc1N1C(=O)c2cccc3c(Cl)ccc(c23)C1=O | -0.1 | 3 | 0 | 18 | 2 | 7 | 6 | 6 | 2
COc1ccc2cc3c(N)nn(C(=O)c4cccc(F)c4)c3nc2c1 | 2.8 | 3 | -2 | 5 | -1 | 1 | -1 | 12 | 6
CC(C)Nc1nc(NC(C)C)nc(SCCOC(=O)Nc2ccc(Cl)cc2Cl)n1 | 3.0 | -4 | 1 | -3 | 1 | 3 | 6 | 5 | 2
COc1ccc(-n2c(COc3ccccc3)nnc2SCc2ccc(C#N)cc2)cc1 | 3.0 | -1 | -1 | 6 | -6 | 8 | -1 | 1 | 0
CNC(=S)N(CCc1c(C)[nH]c2ccccc12)Cc1ccco1 | 0.4 | -5 | -3 | -7 | -3 | 4 | 0 | 1 | 0
COc1ccc(-c2nnn(-c3cc(Cl)cc(Cl)c3)c2N)cc1 | 0.9 | 2 | -3 | 6 | 3 | -2 | 1 | 3 | 1
CCc1nc(NC(C)C)c2oc3ccccc3c2n1 | 0.8 | 1 | 2 | -2 | 2 | 16 | -1 | -1 | 0
O=C(CCl)Nc1c2c(nn1-c1ccccc1)CSC2 | -0.4 | -2 | 1 | 13 | -1 | 5 | 80* | 3 | -3
Clc1ccc2c(N3CCOCC3)ccnc2c1 | 0.5 | -1 | 0 | 6 | 3 | -2 | 3 | 6 | 2
Cc1ccc(NC(=O)c2cccc(S(=O)(=O)N3CCCC3)c2)nc1 | 2.1 | -1 | 1 | -2 | 1 | 11 | 0 | 10 | -1
Cc1cccc(C(=O)Nc2sc3c(c2C(=O)O)CCCC3)c1 | -0.6 | -2 | 1 | -1 | -3 | 8 | 1 | -2 | 13
CCN(c1cccc(C)c1)S(=O)(=O)c1ccc2c(c1)CCN2C(C)=O | 0.5 | -5 | 0 | -2 | 1 | -2 | -1 | 0 | 6
Cc1cccc(Nc2nnc(SCC(=O)c3ccc(Br)s3)s2)c1C | 0.8 | 7 | 21* | -5 | -7 | 31 | 2 | -7 | 0
COc1cccc(C2=NN(C(=O)c3ccccc3)C(O)(C(F)(F)F)C2)c1 (stereo not drawn) | 2.5 | 3 | -1 | -3 | 5 | 27 | 1 | 11 | 0
C=CCn1c2ccccc2c2nnc(SCc3ccc4nonc4c3)nc21 | 1.2 | -1 | -4 | 11 | 8 | 46 | -1 | 11 | -1
Fc1ccc(-c2nn3c(C4COc5ccccc5O4)nnc3s2)cc1 (stereo not drawn) | 0.9 | 0 | 1 | -1 | 5 | 8 | 3 | 6 | 6
NC(=O)C1(N2CCCCC2)CCN(C(=O)c2ccc(C#CC3(O)CCCCC3)cc2)CC1 | 0.0 | -1 | -1 | -2 | 4 | -3 | -1 | 10 | 0
Cc1ccc(S(=O)(=O)NCCCCCC(=O)Nc2ccccc2)cc1 | 2.7 | 0 | 0 | -1 | 10 | 12 | -1 | 1 | 0
COc1ccc(-n2nc([N+](=O)[O-])c(=NCCc3cccc(C)c3)n2O)cc1 | 0.3 | 0 | -4 | 1 | -5 | 24 | 0 | 4 | -4
Cc1ccc(CN2C(=O)CCC2C(=O)NCc2ccco2)cc1 (stereo not drawn) | 0.6 | -3 | -4 | 0 | 5 | 1 | -4 | 7 | -4
Cc1cnc(NC(=O)CN2CCN(c3ccccn3)CC2)s1 | 3.5 | 1 | -3 | 7 | -5 | 23 | -5 | -5 | 1
CCN(CC)CCCNC(=O)c1nn(-c2cccc(OC)c2)c(=O)c2ccccc12 | -2.7 | -5 | 1 | -2 | 8 | -2 | -1 | 1 | 4
CSc1cccc(NC(=S)N(Cc2ccc(C)cc2)Cc2cccnc2)c1 | 3.8 | 0 | 4 | 5 | -8 | 11 | 11 | -5 | -8
CCCCC(=O)Nc1ccc(N2CCN(c3ccc(F)cc3)CC2)cc1 | -1.2 | -1 | -2 | 3 | 3 | 1 | 3 | 0 | -5
CCOc1ccccc1C(=O)N(Cc1ccccc1)Cc1cc2cc3c(cc2[nH]c1=O)OCCO3 | -2.5 | -3 | -1 | 4 | 2 | 1 | 3 | -3 | 10
Cc1nn(Cc2ccccc2)c(=O)c2nn(-c3ccc(Cl)cc3)c(C)c12 | -1.4 | 1 | 0 | 6 | 3 | -2 | 0 | -1 | 5
CSc1c(SCc2ccccc2)cnn(Cc2ccccc2)c1=O | -0.1 | -73 | -1 | -6 | 7 | -2 | -1 | -8 | -8
COc1ccccc1CNC(=O)CCC(=O)N1Cc2cccc(OC)c2Oc2ncccc21 | -2.7 | -1 | -4 | -1 | 2 | 2 | -1 | 7 | 1
COC(=O)c1sc(N)c(C(=O)OC)c1COC(=O)C12CC3CC(CC(O)(C3)C1)C2 | 2.3 | 1 | 0 | 1 | -3 | 4 | -2 | 10 | -3
C[C@H](CO)N1C[C@H](C)[C@@H](CN(C)Cc2ccncc2)Oc2c(NC(=O)C3CCCCC3)cccc2C1=O | · | · | · | · | -2 | 3 | · | -14 | 2
CCOC(=O)C(CC(=O)Nc1nc(C(C)=O)c(C)s1)C(C)c1ccccc1 (stereo not drawn) | 2.5 | -4 | 0 | 6 | 0 | 8 | -3 | 0 | 4
CC(=O)Nc1ccc(NC(=O)CNS(=O)(=O)c2ccc(C)cc2)cc1 | 1.9 | -9 | 5 | 0 | 1 | 26 | 2 | -3 | 3
CCOc1cc(/C=C2\SC(=S)N(N3CCOCC3)C2=O)ccc1O | 0.0 | 4 | -1 | 0 | 3 | 1 | -1 | 5 | -22
Cc1oc2c(C)c(O)ccc2c(=O)c1-c1nncn1-c1ccccc1 | -0.4 | 23 | -5 | 14 | 8 | 7 | 3 | 3 | 6
C=CCOC(=O)C1=C[C@H](c2cn(C(C)=O)c3ccccc23)C[C@H](OCc2ccc(CO)cc2)O1 | 2.6 | 3 | 2 | 10 | 1 | 8 | 1 | -8 | -5
CCCC(=O)Nc1ccc2c(c1)nc(CN1CCN(C(=O)OCC)CC1)n2CC | 0.3 | 1 | 0 | -7 | 4 | 2 | 7 | 5 | -17
COc1cc(NC(=S)NN2CCN(C)CC2)cc(OC)c1 | -0.3 | 3 | -4 | 1 | 2 | 0 | 2 | -9 | -3
CNC(=O)c1csc(-c2cccs2)n1 | -2.7 | 1 | 0 | 3 | -3 | 6 | -4 | 1 | 5
COc1ccc(C2CC(c3ccc(Br)cc3)=NN2C(=O)CSC2=NN3CCCC(=O)N=C3S2)cc1 (stereo not drawn) | 1.7 | 3 | -1 | 5 | -2 | 0 | 3 | -7 | -3
Cc1cc(C)cc(NC(=O)CSc2nc(=O)n(CCCN3CCOCC3)c3c2CCCC3)c1 | -0.9 | 3 | -2 | 3 | 6 | 3 | 2 | -7 | 1

Screening results from PubChem.
